Source: PubChem BioAssay
PGE2 EP2 inh: EP2 receptor (human) inhibition. C6 glioma cells expressing human EP2, cAMP TR-FRET; cells stimulated with saturating PGE2. inhibition, % at 25 µM. hit rate 0.52% among 260,000. P43116;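 active means percent inhibition above 40 after rounding to a whole number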;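 further: rat C6 glioma host cells with rolipram phosphodiesterase inhibitor present; the protocol text gives 20 µM as final concentration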
Target sequence (P43116 whole entry, looked up): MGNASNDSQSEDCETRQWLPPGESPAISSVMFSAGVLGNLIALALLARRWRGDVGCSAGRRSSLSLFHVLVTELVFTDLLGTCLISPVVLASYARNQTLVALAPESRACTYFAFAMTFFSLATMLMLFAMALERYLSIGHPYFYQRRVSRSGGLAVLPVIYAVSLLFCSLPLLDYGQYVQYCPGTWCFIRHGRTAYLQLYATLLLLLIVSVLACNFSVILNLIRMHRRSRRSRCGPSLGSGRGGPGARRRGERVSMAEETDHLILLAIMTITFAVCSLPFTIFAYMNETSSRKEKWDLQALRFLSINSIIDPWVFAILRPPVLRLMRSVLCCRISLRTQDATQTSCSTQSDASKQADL
EP2 modulator: modulators of human EP2 prostaglandin E2 receptor; AID 940; hit rate 0.83% among 260,000; induction, % at 25 µM; P43116; EP2-expressing cells, cAMP HTRF FRET, PGE2 co-stimulation;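 active means compounds whose cAMP rise, as percent of the full-agonist control response, exceeds 60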;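 further: rat C6 glioma line stably carrying human EP2 under a CMV promoter; the protocol text gives 20 µM as final concentration; 100% = response of wells given 1 µM PGE2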
* marks the source's active call; other numbers are inactive results. An excerpt; the hit share may differ from the screen's.

Values run as follows: PGE2 EP2 inh, EP2 modulator
CCC(=O)NNC(=O)CSc1nc2ccccc2cc1CC
  11, 31
CCn1ncc(CN(Cc2cc(OC)ccc2OC)CC2CCCO2)c1C (centres undefined)
  4, -25
CCN1CCN(C(=O)c2cccs2)CC1
  14, -1
CC1CCCN(c2nc3c(c(=O)[nH]2)CCN(Cc2c(O)ccc4ccccc24)C3)C1 (centres undefined)
  11, -23
CCNC(=O)C(=O)NCCc1c[nH]c2ccccc12
  8, -47
c1cncc(CSc2nnc(-c3ccncc3)o2)c1
  10, 23
O=C(NC1(c2ccccc2F)CCCC1)c1cnc(N2CCOCC2)nc1
  10, 15
c1ccc2c(c1)nc1n2CCC1
  10, -19
Cc1oc2cc(O)ccc2c(=O)c1-c1nc2ccccc2[nH]1
  15, 0
COc1cc2c(cc1OC)CN(S(=O)(=O)c1ccc(C)cc1)CC2
  6, 31
COc1ccc(C(=O)NC(=S)Nc2ccc(O)c(-c3nc4cc(C)ccc4o3)c2)cc1Cl
  17, -21
CCc1ccccc1NC(=O)c1cnn2c(C)cc(C)nc12
  11, 18
Cc1ccc(N2CCCC2=O)cc1S(=O)(=O)Nc1ccc(N2CCCC2=O)cc1
  5, -39
COc1ccc(C2C(C#N)=C(N)Oc3n[nH]c(-c4cc(OC)ccc4OC)c32)c(OC)c1 (centres undefined)
  3, 24
COc1ccc(-c2nnc(SCC(C)=O)n2C)cc1
  12, -23
C=CCn1c(SCC(=O)Nc2cc(C)ccc2C)nc2sc(C)cc2c1=O
  15, -30
O=c1[nH]c2cc3c(cc2cc1CN(CCO)S(=O)(=O)c1ccc2c(c1)OCCO2)OCCO3
  11, -20
O=C(/C=C/c1ccco1)c1ccc(NC(=O)c2cccs2)cc1
  12, -66
O=C(Nc1ccc(I)cc1)C1CC(=O)N(c2ccc(Cl)cc2)C1 (centres undefined)
  9, -2
O=C1NC(c2ccc(Cl)cc2)C(C(=O)c2ccco2)=C1O (centres undefined)
  9, -2
O=C(CN1CCC(n2cnc3cccnc32)CC1)Nc1ccc(N2CCOCC2)cc1
  7, -31
NNC(=O)/C(=C/c1ccc2c(c1)OCO2)NC(=O)c1ccccc1Br
  5, -16
Cc1cccc(-c2nc(-c3ccccn3)no2)c1
  7, -9
Cc1cccc(C2(O)CCN(CC(O)c3ccc4c(c3)CCC4)CC2)c1 (centres undefined)
  6, -66
O=C(CSc1nnc(COc2cccc3cccnc23)o1)N1CCCc2ccccc21
  11, -43
COc1ccccc1C1(O)CCN(CC(O)c2ccc3c(c2)CCCC3)CC1 (centres undefined)
  10, -89
O=C(CSc1nnc(-c2ccc(S(=O)(=O)N3CCCC3)cc2)o1)OC1CCCCC1
  15, 23
COc1cc(S(=O)(=O)N(CCc2ccc(F)cc2)Cc2ccco2)ccc1-n1cnnn1
  6, -3
CCN(CC)C(C(=O)N1CCC2(CC1)NC(=O)c1ccccc1O2)c1ccccc1 (centres undefined)
  2, -15
Cc1ccc2[nH]c(=O)c(C(c3nnnn3C3CCCC3)N3CCC(Cc4ccccc4)CC3)cc2c1 (centres undefined)
  7, 25
CCc1nn(CC(=O)NC2CCCCC2)c(=O)c2cc3occc3n12
  4, -27
O=C(Cn1nc(Cl)nc1Cl)c1ccccc1
  16, 1
CC(C)N1CCC(N(C)CC2(c3ccc(Cl)cc3)CC2)CC1
  4, -18
COc1ccc2[nH]c(=O)c(C(c3nnnn3C3CCCCC3)N3CCOCC3)cc2c1 (centres undefined)
  17, 6
CC[n+]1c(C)oc2ccc(OC)cc21
  7, 16
COC(=O)[C@]1(C)CCC(c2ccc(C)cc2)=C(CC(=O)O)C1
  8, 3
Cc1cc2ccc(C)c(C)c2nc1SCC(N)=O
  11, 48
CCOC(=O)c1sc(NC(=O)c2cc(I)ccc2Cl)nc1C
  16, -78
CN(C)c1ccc(NC(=O)c2ccc3c(c2)OCO3)cc1
  4, -8
CCc1ccc(C2/C(=C(/O)c3ccc(OC)c(OC)c3)C(=O)C(=O)N2C)cc1 (centres undefined)
  15, 47
O=C(Nc1ccc(NC(=O)c2ccccc2Cl)cc1)c1cccnc1
  13, -61
O=C(c1ccc(F)cc1)N1CCC(c2nc3ccccc3[nH]2)CC1
  8, -26
COc1ccc(OCCN2CCN(Cc3cn(CC(N)=O)c4ccccc34)CC2)cc1
  4, -37
CSc1nnc2n(CC(=O)N3C(C)CCCC3C)c3ccccc3n12 (centres undefined)
  6, -13
COc1c(C)cc(S(=O)(=O)N2CCCCC2)c(C)c1C
  13, -5
COc1cccc(NC(=O)CCN2CCOCC2)c1
  11, -20
COCCCNc1nc2c(c(=O)[nH]c(=O)n2C)n1CCOC
  14, 17
Cc1ccc(-c2cc(N)c(=O)n(CC(=O)NC3CCCCCCC3)n2)s1
  13, -124
CCOc1cc(C2C(C#N)=C(N)Oc3n[nH]c(C)c32)ccc1OCc1ccccc1C#N (centres undefined)
  11, 5
COCCn1c(=N)c(C(=O)NCc2cccnc2)cc2c(=O)n3cc(C)ccc3nc21
  6, 2
Cc1cccc(NC(=O)CSc2nc3ccccc3c(=O)n2C)c1
  11, -84
CCn1nnc(NC(=O)COc2ccc(C(C)(C)C)cc2)n1
  9, 10
CCOC(=O)c1cc2sc(C)cc2n1CC(=O)NCCOC
  17, -1
O=C(c1ccncc1)N(CCc1ccccc1)Cc1nc2ccccc2c(=O)[nH]1
  7, 1
COc1ccc(C(O)CN2CCC3(CC2)CC(O)c2cc(C)c(C)cc2O3)cc1 (centres undefined)
  10, -52
COc1ccc(NC(=O)C2CCCN2S(=O)(=O)c2ccc(Cl)cc2)cc1OC (centres undefined)
  7, -65
CC1CCN(C(=O)Cn2c(SCC(=O)N3CCc4ccccc43)nc3ccccc32)CC1
  12, -25
COc1cccc(N2CCN(CC(=O)c3ccc(C)cc3)CC2)c1
  17, 11
Cc1ccc(Cn2c3ccccc3n3c(SCC(=O)N4CCc5ccccc54)nnc23)cc1
  5, -8
CCNc1nc2c(c(=O)[nH]c(=O)n2C)n1Cc1cccc2ccccc12
  11, -18

Four of these compounds in a different format.
CCn1nnc(NC(=O)COc2ccc(C(C)(C)C)cc2)n1
  PGE2 EP2 inh: 9
  EP2 modulator: 10

CCOC(=O)c1cc2sc(C)cc2n1CC(=O)NCCOC
  PGE2 EP2 inh: 17
  EP2 modulator: -1

O=C(c1ccncc1)N(CCc1ccccc1)Cc1nc2ccccc2c(=O)[nH]1
  PGE2 EP2 inh: 7
  EP2 modulator: 1

COc1ccc(C(O)CN2CCC3(CC2)CC(O)c2cc(C)c(C)cc2O3)cc1 (centres undefined)
  PGE2 EP2 inh: 10
  EP2 modulator: -52

(continued)
Values run as follows: PGE2 EP2 inh, EP2 modulator
C=CCOc1c(Cl)cc(C2C(C#N)=C(N)OC3=C2C(=O)CC(C)(C)C3)cc1OC (centres undefined)
  11, 32
CCCOc1cccc(C2C3=C(CCCC3=O)N(C)C3=C2C(=O)CCC3)c1
  7, 7
CCC(C)(Nc1n[nH]c(=O)[nH]c1=O)C(=O)O (centres undefined)
  10, 17
COc1ccc(-c2cc(C(F)(F)F)nc(SCCC(=O)Nc3cccc(OC)c3)n2)cc1
  5, 10
Cc1ccccc1NC(=O)CN1C(=O)C(C)(C)Oc2ccc(C(=O)NC(C)C)cc21
  5, -2
CC1CCN(C(=O)Cn2c(SCC(=O)NC3CC3)nc3ccccc32)CC1
  6, -6
O=C(COc1ccc2nsnc2c1)Nc1cccc(C(=O)N2CCOCC2)c1
  8, -10
Cc1sc2nc(C(C)C)n(C3CCN(C(=O)C4CCCO4)CC3)c(=O)c2c1C (centres undefined)
  6, 26
COc1ccc(CCN(Cc2cc3ccc(C)cc3[nH]c2=O)C(=O)c2cccnc2)cc1OC
  2, -41
Cc1ccc(C(=O)Nc2nnc(C3CCCCC3)s2)cc1C
  15, 3
O=C(Cc1ccsc1)NCCn1nc(-c2cccs2)ccc1=O
  7, -31
CCC(=O)Nc1cccc(NC(=O)CSc2nnnn2-c2ccc(C(=O)OC)cc2)c1
  17, -82
CCCS(=O)(=O)N1CCN(Cc2ccc(OCC)c(OC)c2)CC1
  3, -17
COc1ccc(CN(C(=O)CSc2ncnc3sc(C)c(C)c23)c2ccc(F)cc2)cc1OC
  7, 16
Cc1ccc(C)c(Cn2c3ccccc3n3c(SCC(=O)N4CC(=O)Nc5ccccc54)nnc23)c1
  10, -8
COc1ccc(NC(=O)N2CCCC2C(=O)NC(C)C)cc1 (centres undefined)
  5, -29
C/C(=C\c1ccc(C(=O)O)cc1)c1ccc2c(c1)C(C)(C)CCC2(C)C
  18, 53
COC(=O)c1ccccc1NC(=O)CSc1nnc(-c2ccncc2)n1-c1ccc(OC)cc1
  6, 20
CC(C)OC(=O)CN1C(=O)CSC1=O
  10, 27
COc1ccccc1CN(Cc1cccnc1)CC1CCCO1 (centres undefined)
  7, 0
COc1ccc(C(=O)CSc2nc3c(C)c(C)ccc3cc2C#N)cc1OC
  50*, 33
c1ccc(CN2CCC3(CC2)SSC2(CCN(Cc4ccccc4)CC2)SS3)cc1
  45*, 28
Cc1ccc(C(c2nnnn2C2CCCCC2)N2CCN(C3CCCC3)CC2)cc1 (centres undefined)
  7, -33
Cc1sc2nc(C(C)C)n3c(SCC(=O)N4CCCCC4)nnc3c2c1C
  8, 0
COc1ccc(-n2c(SCC(=O)Nc3ccc(F)cc3)nnc2-c2ccncc2)cc1
  15, -1
C=CCOc1ccccc1NC(=O)Cn1cnc2sc(C)cc2c1=O
  10, -5
CCOCCCNc1cc(C)nc2ncnn12
  9, -24
CC(C)CCCC(C)[C@H]1CCC2C3CC=C4CC(=O)CC[C@]4(C)C3CC[C@@]21C (some centres undefined)
  12, 17
CCC(c1nnnn1C(C)(C)CC)N(CCO)Cc1cc2cc(C)ccc2[nH]c1=O (centres undefined)
  21, 4
C[C@@H](Cn1nnc2ccccc21)NC(=O)c1ccc(=O)[nH]n1
  4, 15
Cc1ccc(O)c(NC(=O)c2cnn3c(C)cc(C)nc23)c1
  6, -35
COC(=O)c1sc2ncn(Cc3ccccc3)c(=O)c2c1C
  12, -15
COc1ccc(NC(=O)c2ccco2)cc1NC(=O)c1cccc(Cl)c1
  16, -15
CCC(C)(C)NC(=O)C(c1ccco1)N(C(=O)c1csnn1)c1cccc(C)c1 (centres undefined)
  11, 21
COc1cccc(OCc2nnc(SCC(=O)N3CCC(C)CC3)n2C)c1
  15, 7
CCOc1ccc(C(=O)Nc2sc3c(c2C(=O)NCCOC)CCCC3)cc1
  14, 14
CC(=O)N(Cc1ccc(C)cc1)Cc1cc2cccc(C)c2[nH]c1=O
  12, -94
N[C@@H](Cc1c[nH]c2ccc([N+](=O)[O-])cc12)C(=O)O
  13, 6
Cc1ccccc1NC(=O)CSc1nnc2n(CC(=O)NC3CCCCC3)c3ccccc3n12
  10, -36
Cc1cc2c(cc3c(=O)n(CC(=O)N4CCCCC4)nc(C)n32)o1
  2, -27
O=C(CSc1nnc(-c2ccncc2)n1Cc1ccco1)Nc1cccc(Cl)c1
  16, -30
CCOc1cc(-c2cc(-c3ccc(Br)cc3)nc(N)c2C#N)ccc1O
  11, -57
COc1cc(OC)cc(-c2nnc(SCC(=O)N3CCC(Cc4ccccc4)CC3)o2)c1
  12, -1
Cc1ccc(C)c2[nH]c(=O)c(C(c3nnnn3CCc3ccccc3)N3CCc4ccccc4C3)cc12 (centres undefined)
  14, 10
COc1cccc(-c2cc3nc(C)cc(N4CCCC4)n3n2)c1
  11, -44
CCn1cc(C(=O)Nc2ccc(N3CCOCC3)cc2)c(=O)c2ccc(C)nc21
  5, -36
CC(C)(C)c1ccc(CSc2nc(N)cc(=O)[nH]2)cc1
  16, -9
C/C(Cl)=C/Cn1c(N2CCN(CCO)CC2)nc2c1c(=O)[nH]c(=O)n2C
  12, -8
C=CCNC(=O)C1CC(c2ccc(Cl)cc2)=NO1 (centres undefined)
  6, -32
CCOC(=S)SCC(=O)O
  12, 24
CCn1c(=O)oc2cc(S(=O)(=O)NCC3CC4CCC3C4)ccc21 (centres undefined)
  6, -94
CC(C)(C)NC(=O)Cn1nc(C(c2ccccc2)c2ccccc2)oc1=O
  9, -23
O=S(=O)(O)c1cc(O)c2c(N=Cc3ccccc3O)cc(S(=O)(=O)O)cc2c1
  36, 35
Oc1ccc2ccccc2c1Cc1c(O)ccc2ccccc12
  12, 70*
CC(C)(C)CC(C)(C)c1ccc(O)c(Cc2ccc(Cl)cc2Cl)c1
  14, 34
CC1CCCCN1S(=O)(=O)c1cccc(C(=O)O)c1 (centres undefined)
  14, 50
O=C(c1ccc(-c2ccc(Cl)cc2Cl)o1)N1CCCCC1
  5, 8
Oc1ccc2ccccc2c1C=NCc1c(O)ccc2ccccc12
  11, 4
O=c1[nH]c(SCc2c(Cl)c(Cl)c(Cl)c(Cl)c2Cl)nc(=S)[nH]1
  36, -24
Cc1ccc(NC(=O)c2cc3c(ccc4ccccc43)oc2=N)cc1
  5, -1
